PG9 Ab binder – binders of HIV-1 gp120 antibody PG9, primary screen, biochemical, TR-FRET; HIV-1 gp120 / PG9 antibody interaction; TR-FRET gp120-PG9 antibody binding; inhibition, % at 6.7 µM; actives 0.43% (n = 360,000); in the data active = inhibition above about 8.5%
HTRA1 inhibitor – HTRA1 serine protease inhibitors, primary screen, biochemical, fluorescence polarization, HTS. Q92743. recombinant HTRA1, FP-rhodamine activity-based probe. inhibition, % at 5.96 µM. actives 0.5% (n = 340,000). AID 504803, 2011; in the data active = inhibition above about 36%;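 note: 0% = enzyme with DMSO and 100% = wells lacking enzyme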
SMARCA2 act – SMARCA2 (BRM) function activators, primary screen, cell-based, luminescence, high throughput | MG213 cells, MMTV-luciferase reporter, dexamethasone, overnight | activation, % at 9.1 µM | actives 1% (n = 370,000); in the data active = activation above about 7.8%;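 note: 0% = vehicle wells and 100% = reference activator wells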
NR1D1 modulator – modulators of Rev-erb alpha DNA binding, primary screen, biochemical, FITC-DNA, fluorescence polarization, uHTS. Rev-erbα–FITC-DNA binding, 90 min. activity, % at 10 µM. actives 0.79% (n = 370,000);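 active = activity above about 14%, limit read from the data; passing the limit was not always enough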;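 note: 0% = DMSO wells with 35 nM protein and 100% = DMSO wells with 750 nM protein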
Target sequence (P20393 whole entry, looked up): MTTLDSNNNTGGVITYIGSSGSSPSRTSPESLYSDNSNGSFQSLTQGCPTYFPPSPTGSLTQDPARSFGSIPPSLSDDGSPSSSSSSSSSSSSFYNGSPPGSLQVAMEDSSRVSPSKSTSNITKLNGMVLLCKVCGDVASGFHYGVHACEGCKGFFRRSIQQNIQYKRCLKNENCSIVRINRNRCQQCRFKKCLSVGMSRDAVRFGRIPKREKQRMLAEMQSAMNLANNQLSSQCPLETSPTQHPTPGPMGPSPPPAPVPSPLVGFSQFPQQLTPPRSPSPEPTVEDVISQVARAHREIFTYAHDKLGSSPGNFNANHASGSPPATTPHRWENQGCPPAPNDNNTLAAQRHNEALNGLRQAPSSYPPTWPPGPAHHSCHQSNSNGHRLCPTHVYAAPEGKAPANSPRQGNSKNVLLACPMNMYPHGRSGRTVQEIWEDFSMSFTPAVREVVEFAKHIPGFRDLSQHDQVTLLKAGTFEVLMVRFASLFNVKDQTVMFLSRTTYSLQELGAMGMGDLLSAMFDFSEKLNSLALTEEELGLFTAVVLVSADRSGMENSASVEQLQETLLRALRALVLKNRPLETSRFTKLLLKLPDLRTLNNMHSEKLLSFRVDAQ
NPR1 activator – GC-A stimulated cGMP production enhancers – HEK293 GC-A cells, cGMP TR-FRET, EC30 ANP, primary screen; Atrial natriuretic peptide receptor 1 (Homo sapiens), P16066; 0% at EC30 ANP, 100% saturating ANP; activation, % at 10 µM; actives 0.14% (n = 370,000); in the data active = activation above about 40%
ARFGAP1 inh – inhibitors of rat ARFGAP1 GAP activity, primary screen, biochemical, fluorescence polarization, GDP tracer. ADP-ribosylation factor GTPase-activating protein 1 (Rattus norvegicus), Q62848. Arfgap1-stimulated ARF1 GTP hydrolysis, GDP FP detection. inhibition, % at 16.5 µM. actives 0.26% (n = 360,000);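 active = inhibition above a per-plate limit, mean inhibition of low control wells plus 3 SD, cut at about 25% in these data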;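 note: 0% = DMSO wells with enzyme and 100% = wells lacking Arfgap1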
Target sequence (Q62848 1-136 limits assumed): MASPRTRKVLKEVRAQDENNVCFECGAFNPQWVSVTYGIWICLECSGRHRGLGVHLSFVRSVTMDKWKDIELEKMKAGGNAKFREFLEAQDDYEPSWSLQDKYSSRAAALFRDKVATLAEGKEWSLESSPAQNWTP
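system = rat Arfgap1 catalytic domain, aa 1-136 | technique = FP, GDP Alexa 633 tracer displaced from anti-GDP antibody, 620/688 nm | compound = one concentration, 16.5 µM, DMSO 1.26% | medium = HEPES-based buffer, pH 7.5 | timing = compound-enzyme preincubation 20 min, reaction 120 min, detection 60 min, 25 °C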
mABHD4 FP – ABHD4 inhibitors, primary screen, biochemical, fluorescence polarization, mouse; purified mABHD4, FP-Rh probe fluorescence polarization; inhibition, % at 8.92 µM; actives 0.54% (n = 370,000); AID 720543, 2013;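 active = inhibition exceeding the mean over every tested compound plus 3 SD, cut at about 30% in these data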;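 note: 0% = plate median of compound wells and 100% = S159A mutant with DMSO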
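Assay system: Wild-type mouse ABHD4 protein | Medium: HEPES pH 7.0 buffer, 150 mM NaCl, 0.01% Pluronic F-127 | Incubation: Enzyme–compound pre-incubation 45 min, then probe 60 min, both 25 °C | Technique: Fluorescence polarization with parallel and perpendicular emission, 525/598 nm | Evaluation: % inhibition of FP-Rh probe binding versus controls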
NPR2 activator – human GC-B receptor activators, primary screen, HEK293 GC-B cells, cGMP TR-FRET, EC30 CNP | 0% at EC30 CNP, 100% saturating CNP | activation, % at 10 µM | actives 0.11% (n = 370,000) | AID 1920062, 2024;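 active = activation at 10 µM reaching about 35% in either raw or pattern-adjusted values, limit read from the data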
ASAP1 inh – inhibitors of human ASAP1 ArfGAP activity, primary screen, biochemical, fluorescence polarization; actives 0.19% (n = 360,000); ASAP1-stimulated ARF1 GTP hydrolysis, GDP FP detection; Arf-GAP with SH3 domain, ANK repeat and PH domain-containing protein 1 (Homo sapiens), …; inhibition, % at 16.5 µM; AID 624377, 2012; in the data active = inhibition above about 25%;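 note: 0% = vehicle with enzyme and substrate and 100% = no enzyme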
rCAG binder – binders of r(CAG) RNA repeats, primary screen, biochemical, fluorescence | actives 1.3% (n = 370,000) | inhibition, % at 3 µM | r(CAG) RNA repeat, TO-PRO-1 dye displacement fluorescence;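 active = inhibition above the plate cutoff, the mean of all test compounds on that plate plus 3 SD, cut at about 35% in these data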;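 note: 0% = DMSO alone and 100% = 100 µM mitoxantrone as full dye displacement; higher means more dye released from RNA so lower well fluorescence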
* marks the source's active call; other numbers are inactive results; . = no result given.

SMILES,PG9 Ab binder,HTRA1 inhibitor,SMARCA2 act,NR1D1 modulator,NPR1 activator,ARFGAP1 inh,mABHD4 FP,NPR2 activator,ASAP1 inh,rCAG binder
O=[N+]([O-])c1ccc(NCc2ccc3c(c2)OCO3)cc1,1.0,-6,4,1,5,-9,-7,-5,2,0
Cc1nn(-c2ccccc2)c(Cl)c1C(=O)NCCN(C)C,0.7,0,-3,2,6,10,0,4,6,0
CN(C)c1ccc(C(=O)/C=C/c2cccnc2)cc1,-2.3,-7,2,3,0,14,3,-3,0,2
O=C(c1ccc(S(=O)(=O)Cc2ccccc2F)c([N+](=O)[O-])c1)N1CCCC1,-1.2,2,-3,0,4,4,-3,-1,10,-1
O=C(Nc1nccs1)c1cc2c(s1)CCCCC2,0.8,-16,-5,6,1,9,-9,-2,-6,1
N/C(=N\OC(=O)c1cccc(Cl)c1)c1cccnc1,1.0,-5,4,4,0,2,1,-3,8,-1
S=C(Nc1ccc(Br)cc1Cl)NN1CCOCC1,-1.3,-3,1,4,-4,11,2,-1,15,1
CCCCCC(=O)N1C[C@@H](O)[C@H](n2cc(-c3ccc(F)cc3)nn2)C[C@@H]1c1ccc(Cl)cc1,-0.9,-67,1,-1,-3,1,-12,2,14,4
Cc1ccc(S(=O)(=O)N2CC3(C)CN(S(=O)(=O)c4ccc(C)cc4)CC(C)(C2)C3)cc1,-0.3,2,-3,0,0,-4,6,3,4,-1
Cc1ccc(NC(=S)NC2CC3CCC(C2)N3Cc2ccco2)cc1C (centres undefined),-3.3,3,0,4,2,-5,1,4,-2,-4
CC1=C(C(N)=O)C(c2ccccn2)n2nc(-c3ccccc3Cl)nc2N1 (centres undefined),-2.1,-5,-2,0,2,11,2,-2,4,5
COc1cccc(-c2ccc(NC(=O)C3CCCN(Cc4cccc(C)n4)C3)cc2)c1 (centres undefined),-0.5,-29,-7,1,-5,2,-12,-9,8,0
Cc1cccc(N2CCN(S(=O)(=O)c3cccs3)CC2)c1C,2.8,-5,2,-1,6,-5,-10,-4,1,4
O=C(/C=C/c1ccccc1)NC(NC(=S)Nc1cccc(Cl)c1)C(Cl)(Cl)Cl (centres undefined),1.5,-30,-4,5,-7,9,-14,7,-1,11
O=C(NCC1CCN(C(=O)C(=O)c2cc3ccccc3o2)CC1)c1cccnc1,-0.9,.,-6,1,5,3,6,6,10,1
COCC(=O)OCC(=O)Nc1cc(C(C)(C)C)nn1-c1ccccc1,1.2,-1,3,-3,-4,-8,2,0,9,-1
COC(=O)CSc1nc2[nH]ncc2c(=O)[nH]1,1.1,9,-1,-6,3,15,1,4,0,1
Cc1cc(C)c(C(=O)COC(=O)c2cccc(S(=O)(=O)NCc3ccccc3)c2)cc1C,-0.7,-59,-4,0,-4,7,-57,4,-7,9
O=C(CN(Cc1ccco1)C(=O)CNS(=O)(=O)c1ccccc1)NCc1ccccc1,0.1,8,0,4,4,1,-1,0,0,-3
COc1ccc(NC2=C(C(C)=O)C(c3ccc(OC)c(OC)c3)C(C(C)=O)C(C)(O)C2)cc1 (centres undefined),0.0,4,2,-4,0,-9,9,3,6,-4
Cc1ccccc1-c1nc(SCc2ccccn2)c2c(=O)n(C)c(=O)n(C)c2n1,-0.3,-5,0,-7,13,9,1,6,4,1
Cc1cccc(C(=O)OC(C)C(=O)NC2CCCc3ccccc32)c1O (centres undefined),0.6,-5,-2,9,-6,6,-2,-6,-1,0
CCCCn1cnc2cc(NCc3cccc(OC)c3O)ccc21,-4.7,12,-1,-3,-3,15,14,4,0,2
CS(=O)(=O)Nc1ccc(Cc2ccc(NS(C)(=O)=O)cc2)cc1,0.6,-8,-5,-2,4,-3,-1,-4,-5,-1
O=C(CSc1nc(O)c(Cc2ccccc2)c(=O)n1-c1ccccc1)N1CCOCC1,-0.5,-8,0,5,2,-11,-4,3,-11,0

Some of the entries so far, with values under each structure:
Sequence of screens: PG9 Ab binder | HTRA1 inhibitor | SMARCA2 act | NR1D1 modulator | NPR1 activator | ARFGAP1 inh | mABHD4 FP | NPR2 activator | ASAP1 inh | rCAG binder
O=C(NCC1CCN(C(=O)C(=O)c2cc3ccccc3o2)CC1)c1cccnc1
 : -0.9 | . | -6 | 1 | 5 | 3 | 6 | 6 | 10 | 1
COCC(=O)OCC(=O)Nc1cc(C(C)(C)C)nn1-c1ccccc1
 : 1.2 | -1 | 3 | -3 | -4 | -8 | 2 | 0 | 9 | -1
COC(=O)CSc1nc2[nH]ncc2c(=O)[nH]1
 : 1.1 | 9 | -1 | -6 | 3 | 15 | 1 | 4 | 0 | 1
Cc1cc(C)c(C(=O)COC(=O)c2cccc(S(=O)(=O)NCc3ccccc3)c2)cc1C
 : -0.7 | -59 | -4 | 0 | -4 | 7 | -57 | 4 | -7 | 9
O=C(CN(Cc1ccco1)C(=O)CNS(=O)(=O)c1ccccc1)NCc1ccccc1
 : 0.1 | 8 | 0 | 4 | 4 | 1 | -1 | 0 | 0 | -3
COc1ccc(NC2=C(C(C)=O)C(c3ccc(OC)c(OC)c3)C(C(C)=O)C(C)(O)C2)cc1 (centres undefined)
 : 0.0 | 4 | 2 | -4 | 0 | -9 | 9 | 3 | 6 | -4
Cc1ccccc1-c1nc(SCc2ccccn2)c2c(=O)n(C)c(=O)n(C)c2n1
 : -0.3 | -5 | 0 | -7 | 13 | 9 | 1 | 6 | 4 | 1
Cc1cccc(C(=O)OC(C)C(=O)NC2CCCc3ccccc32)c1O (centres undefined)
 : 0.6 | -5 | -2 | 9 | -6 | 6 | -2 | -6 | -1 | 0
CCCCn1cnc2cc(NCc3cccc(OC)c3O)ccc21
 : -4.7 | 12 | -1 | -3 | -3 | 15 | 14 | 4 | 0 | 2
CS(=O)(=O)Nc1ccc(Cc2ccc(NS(C)(=O)=O)cc2)cc1
 : 0.6 | -8 | -5 | -2 | 4 | -3 | -1 | -4 | -5 | -1
O=C(CSc1nc(O)c(Cc2ccccc2)c(=O)n1-c1ccccc1)N1CCOCC1
 : -0.5 | -8 | 0 | 5 | 2 | -11 | -4 | 3 | -11 | 0

Carrying on:
SMILES,PG9 Ab binder,HTRA1 inhibitor,SMARCA2 act,NR1D1 modulator,NPR1 activator,ARFGAP1 inh,mABHD4 FP,NPR2 activator,ASAP1 inh,rCAG binder
Cc1ccc(C(=O)O/N=C(\N)c2ccccn2)cc1C,0.2,-8,-6,0,7,-6,-6,-2,-3,-1
CN(C)c1nc2ccccc2n(C)c1=O,-0.7,-5,-2,0,2,0,0,7,3,-2
COc1ccccc1NS(=O)(=O)c1ccc(O)c(C(=O)OCC(=O)N2CCc3ccccc32)c1,-1.4,-4,6,1,-2,-1,4,4,-17,14
CCCc1ccc(Oc2cc(C)nc(N3CCOCC3)n2)cc1,2.0,3,-1,-1,-7,3,4,-7,0,-6
Cc1cc(NC(=O)Cc2ccccc2[N+](=O)[O-])no1,0.2,-3,-3,2,-3,-2,10,4,9,3
CC(NC(=O)/C(C#N)=C/c1cccs1)c1ccccc1 (centres undefined),-0.1,1,3,3,1,0,2,3,2,-2
O=C1OCCN1c1ccccc1,-0.3,2,0,-1,1,-7,8,3,-3,4
N#C/C(=C\c1c(N2CCN(c3ccccc3)CC2)nc2ccccn2c1=O)C(N)=O,-1.4,-1,2,-1,-6,4,6,-3,-3,3
COc1ccc(CN2C(=O)c3cccnc3C2=O)cc1S(=O)(=O)NCc1ccc(C)cc1,-1.4,4,1,4,1,2,4,-3,0,2
CCCc1cc(=O)oc2c3c(cc(OCC(=O)NCC4CCC(C(=O)O)CC4)c12)OC(C)(C)CC3 (centres undefined),0.9,-2,-2,-6,-3,1,15,-10,-10,3
O=S1(=O)N=C(N(CCO)/N=C/c2ccccc2)c2ccccc21,-4.2,2,0,-3,-1,-10,-4,4,8,-4
COc1ccc(C(=O)OCC(=O)N2C(C)CCCC2C)cc1[N+](=O)[O-] (centres undefined),0.1,5,-3,2,-8,4,-9,0,6,-3
Cc1ccsc1C(=O)OCC(=O)c1cc2ccccc2o1,-0.7,-28,2,1,-2,-10,-10,-1,12,5
CC(C)OCCCNC(=O)C1CC(=O)N(C2CCCCCCC2)C1 (centres undefined),1.1,3,2,-3,3,-2,-2,0,2,0
Cc1cc(Cl)cc(C)c1OCC(=O)N1CCN(c2ncccn2)CC1,-0.6,-7,0,-4,-5,-7,-2,-1,2,-1
O=C(Nc1cc2c(cc1Br)OCCO2)c1ccco1,-0.3,3,1,5,-2,-4,-7,5,3,0
COC(=O)C(Cc1ccccc1)NC(=O)C(N)CC(=O)O (centres undefined),.,.,-4,-3,0,.,-1,-2,.,3
O=C(Nc1ccc(N2CCCCC2)c(Cl)c1)c1ncn[nH]1,0.5,-7,-2,3,0,1,-1,-4,2,5
Cc1cccc(NC(=S)NNC(=O)c2ccc3c(c2)OCO3)c1,-2.2,2,3,3,1,-10,3,-1,6,2
O=C(N/N=C/c1ccc(F)cc1)c1ccc(Br)cc1,-1.1,-9,6,0,3,-4,0,-5,5,-1
